Screening results: PubChem BioAssay, several laboratories
TAAR1 antagonist = human TAAR1 antagonism; 360,000 compounds, 1.5% hits; inhibition, % at 3 µM; AID 624466; CHO RD-HGA16 TAAR1, Fluo-8 calcium fluorescence, antagonist; Q96RJ0;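 active = inhibition above a per-plate cutoff, the mean inhibition of test compounds on that plate plus 3 SD, cut at about 49% in these data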;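 also: 0% = DMSO plus EC80 beta-PEA response and 100% = DMSO alone without agonist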
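System: RD-HGA16 CHO cells with stable hTAAR1 and Gα16 | Probe or stimulus: EC80 β-phenethylamine stimulus | Dosing: 3 µM, single point | Times: Dye loading 75 min at 37 °C, then 30 min room temperature | Measured by: Fluo-8 calcium-sensitive fluorescence | Read-out basis: % inhibition of agonist calcium response | Replicates: n of 1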
M5 antag = blocks acetylcholine activation of human M5 receptor | CHO-hM5 cells, Fluo-8 calcium fluorescence, ACh EC80 | 360,000 compounds, 0.59% hits | inhibition, % at 3 µM;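 active = inhibition above a per-plate cutoff, the mean of that plate's test compounds plus 3 SD, cut at about 27% in these data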;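 also: 0% = acetylcholine EC80 with DMSO and 100% = DMSO without agonist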
Target sequence (P08912 whole entry, looked up): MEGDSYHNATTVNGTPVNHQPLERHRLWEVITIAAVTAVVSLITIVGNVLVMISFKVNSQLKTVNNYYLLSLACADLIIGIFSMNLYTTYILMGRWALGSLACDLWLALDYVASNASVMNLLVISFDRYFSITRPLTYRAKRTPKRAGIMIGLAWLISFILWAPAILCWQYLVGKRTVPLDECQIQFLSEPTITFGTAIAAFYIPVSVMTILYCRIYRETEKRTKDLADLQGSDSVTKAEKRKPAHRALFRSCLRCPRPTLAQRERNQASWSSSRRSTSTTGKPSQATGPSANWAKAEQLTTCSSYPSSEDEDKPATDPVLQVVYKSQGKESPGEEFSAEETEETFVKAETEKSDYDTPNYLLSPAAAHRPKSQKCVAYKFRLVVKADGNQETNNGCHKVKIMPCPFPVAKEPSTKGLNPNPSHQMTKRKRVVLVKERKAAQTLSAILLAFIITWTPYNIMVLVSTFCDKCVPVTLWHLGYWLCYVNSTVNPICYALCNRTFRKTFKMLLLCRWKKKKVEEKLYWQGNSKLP
CRFR2-BP antag = blocks CRF-induced signaling of the CRF-BP/CRF-R2 complex; inhibition, % at 11.8 µM; 350,000 compounds, 0.59% hits; HEK293 CRF-R2/CRF-BP, CRF-induced calcium fluorescence;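 active = inhibition of the ligand-induced calcium signal above about 50% at the single tested concentration, limit read from the data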
TAAR1 agonist = agonists of human TAAR1; Q96RJ0; activation, % at 3 µM; AID 624467; 360,000 compounds, 0.99% hits; CHO RD-HGA16 TAAR1, Fluo-8 calcium fluorescence; vehicle wells 0%, saturating PEA agonist 100%;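 active = activation above the mean activation of all test compounds in the run plus 3 SD, cut at about 38% in these data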
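Test system: RD-HGA16 (CHO) cells co-expressing Gα16 and hTAAR1; dosing: one-point dosing at 3 µM (nominal); timing: 17-24 h seeding, 75 min 37 °C dye, 30 min RT; signal: kinetic Fluo-8 calcium fluorescence; read-out basis: % activation relative to PEA EC100 response; controls: DMSO and PEA EC100; replicates: n 1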
M5 ag = agonists of human muscarinic M5 receptor (CHRM5) | P08912 | CHO-K1 hM5 cells, Fluo-8 calcium fluorescence; 0% DMSO wells, 100% maximal acetylcholine response | activation, % at 3 µM | 360,000 compounds, 0.19% hits;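 active = activation above the run's mean over test compounds plus 3 SD, cut at about 23% in these data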;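 also: signal is peak over basal fluorescence ratio across the kinetic read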
CRFR2-BP ag = agonists of human CRF-binding protein/CRF-R2 receptor complex. HEK293 CRF-R2/CRF-BP, calcium dye fluorescence (FLIPR); percent of saturating CRF peptide response. activation, % at 13.2 µM. 350,000 compounds, 0.46% hits. AID 588473;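 active = activation of at least 50%, plus an integration ratio under a set limit after plate pattern correction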;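 also: plate controls were neutral control wells without compound for no effect and CRF at EC100 for full effect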
M1 PAM parental = nonselective activator or artifact in parental CHO-K1 calcium assay. AID 602247. 360,000 compounds, 0.02% hits. ATP EC20, Fluo-8 calcium fluorescence; 0% at ATP EC20, 100% at ATP max. activation, % at 3 µM;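 active = activation above the run cutoff, the mean activation of all test compounds plus 3 SD, cut at about 40% in these data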;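 also: peak over basal fluorescence ratio in a 140 s read after ATP addition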
CHRM5 PAM = potentiates acetylcholine response at human M5 receptor; 360,000 compounds, 0.3% hits; CHO-K1 hM5, Fluo-8 calcium, ACh EC20 PAM; 0% = ACh EC20, 100% = ACh EC100; activation, % at 3 µM;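 active = activation above the run cutoff, the mean activation of all test compounds plus 3 SD, cut at about 18% in these data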
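system = human M5 receptor in CHO-K1 cells | reagent = EC20 acetylcholine as agonist stimulus | compound dosing = single-point, 3 µM nominal | incubation = Fluo-8 loading 80 min at 37 °C plus 30 min room temperature | detection = Fluo-8 calcium dye fluorescence, kinetic read | benchmarks = low control EC20 acetylcholine (0%), high control EC100 acetylcholine (100%)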
CHRM4 PAM = positive allosteric modulators of human muscarinic M4 receptor; P08173; CHO-K1 hM4/Gqi5, Fluo-8 calcium fluorescence, ACh EC20; 0% = ACh EC20, 100% = maximal ACh; activation, % at 3 µM; 360,000 compounds, 0.4% hits;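 active = activation above its plate's cutoff, the mean activation of sample wells plus 3 SD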; also: some results filed as inactive read as strong as hits
Target sequence (P08173 whole entry, looked up): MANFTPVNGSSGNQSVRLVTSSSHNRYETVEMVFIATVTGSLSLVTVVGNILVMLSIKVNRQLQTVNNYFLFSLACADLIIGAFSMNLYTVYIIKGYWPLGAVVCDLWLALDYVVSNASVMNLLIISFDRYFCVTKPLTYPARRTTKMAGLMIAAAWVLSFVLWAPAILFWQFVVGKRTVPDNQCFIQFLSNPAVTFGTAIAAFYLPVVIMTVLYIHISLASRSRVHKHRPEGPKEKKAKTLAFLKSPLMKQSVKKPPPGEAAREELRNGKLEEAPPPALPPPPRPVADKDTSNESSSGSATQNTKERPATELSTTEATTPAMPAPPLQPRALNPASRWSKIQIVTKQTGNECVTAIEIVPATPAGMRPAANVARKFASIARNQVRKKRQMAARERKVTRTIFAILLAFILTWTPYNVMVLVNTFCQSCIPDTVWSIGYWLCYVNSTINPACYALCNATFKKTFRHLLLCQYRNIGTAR
The depositor's hits bear a star; . = no result given.

SMILES	TAAR1 antagonist	M5 antag	CRFR2-BP antag	TAAR1 agonist	M5 ag	CRFR2-BP ag	M1 PAM parental	CHRM5 PAM	CHRM4 PAM
O=C(N/C(=C/c1ccccc1)C(=O)N1CCOCC1)c1ccc([N+](=O)[O-])cc1	-9.0	-1.9	6.2	1.5	-2.4	-0.8	-9.6	-0.9	-1.5
Cc1ccccc1C(=O)/C=C1/c2ccccc2CC(C)(C)N1C	-10.1	2.3	-8.6	12.1	-9.4	1.2	0.9	-15.3	15.0
O=C1c2ccc3c4c(ccc(c24)C(=O)N1c1ccc(O)cc1)C(=O)N(c1ccc(O)cc1)C3=O	9.1	-0.7	-55.1	1.7	-1.6	30.1	11.4	-2.9	7.7
Cc1ccc(S(=O)(=O)NCC(=O)NCC(=O)OCC(=O)N2CC(=O)Nc3ccccc32)cc1C	1.6	2.4	7.0	5.1	-4.7	-0.5	12.6	-4.9	2.1
Cc1cccc(NC(=O)CNC(=O)CN2C(=O)NC3(CCCCC3C)C2=O)c1C (stereo not drawn)	-3.4	4.3	-5.2	1.7	1.4	3.0	-12.7	-1.2	-1.1
CCCn1c(SCC(=O)Nc2nccs2)nnc1-c1cccnc1	5.1	-11.0	-11.6	0.4	3.2	4.4	14.0	2.8	-0.3
CCOC(=O)N1CCN(C(=O)c2ccc3c(c2)N(Cc2ccccc2)CCS3)CC1	9.3	4.4	-2.5	2.2	2.2	-3.5	20.4	-6.9	-6.3
Cc1[nH]c(=S)c(C#N)c(-c2ccccc2)c1C(=O)Nc1ccccc1	-16.2	7.5	5.4	0.8	3.0	-0.7	13.5	0.4	-21.7
Cc1ccccc1NC(=O)Cn1nnc(C(=O)NCc2ccco2)c1N	5.4	-6.6	14.0	1.0	-2.1	-0.6	1.8	-0.3	2.8
CC(=O)Oc1ccc(C(=O)[C@H]2[C@H]3C(=O)N(c4ccc(C)cc4)C(=O)[C@H]3[C@@H]3C=CC=NN32)cc1	14.7	0.9	7.2	0.3	-2.1	0.7	13.5	-13.4	3.6
COc1cccc(Cn2cc(-c3cccc(C(F)(F)F)c3)nn2)c1	1.3	18.6	9.3	8.8	-8.6	0.7	-7.7	-7.4	8.1
O=C(Cn1ccnc1)c1ccc(Cl)cc1	-3.4	0.4	-7.7	-0.9	-1.4	1.2	-6.4	-2.3	0.4
CCN(CC)C(=O)CN1CCN(c2ccccc2F)CC1	-16.4	-4.0	-4.5	0.8	0.6	-1.4	-5.1	-3.4	-0.5
COC(=O)C1=NN[C@H](C(=O)OC)[C@H]1c1ccccc1	-8.2	14.1	20.6	0.6	1.9	-3.1	-3.0	1.5	2.6
Cc1cc(C)c(S(C)(=O)=O)c(Oc2ccc(C(C)(C)C)cc2)n1	17.3	-2.0	-4.3	17.8	-2.8	-0.3	16.2	-2.6	15.8
Cc1c(C(=O)N2CCCCCC2)c(S(=O)(=O)Nc2cccc(F)c2)c(C)n1C	-5.5	-0.8	-7.9	0.6	-3.3	1.1	15.2	1.9	5.2
CN(C)c1ccc(CNC(=O)CCc2ccc(S(=O)(=O)N3CCCCCC3)cc2)cc1	-5.1	12.2	3.1	1.6	3.5	-1.2	1.1	-2.6	-2.7
C[C@@H]1CN([C@@H](C)CO)C(=O)c2cc(NC(=O)C3CCCCC3)ccc2O[C@@H](C)CCCCO[C@@H]1CN(C)Cc1ccncc1	-12.3	0.2	-7.5	-0.8	-1.0	1.4	9.2	3.7	3.5
CN(C)CCNC(=O)Nc1ccc(F)cc1F	-9.3	3.3	2.9	11.5	-1.3	-0.3	4.2	2.8	2.2
Cn1nc(SCc2ccccc2)c(=O)[nH]c1=O	-25.6	3.9	-6.4	5.3	0.4	2.1	-5.0	-0.3	-0.4
CCCCCCCCN1C(=O)[C@H](CC(=O)NCCC(C)C)C[C@@]2(C(=O)OC)CC(C)(C)CC=C12	-28.9	0.9	.	1.2	-2.7	.	.	0.3	0.6
CCc1ccccc1Nc1ncnc2ccccc12	-10.9	-5.1	2.0	3.4	-0.4	-0.5	0.7	-5.8	-6.1
CC(=O)c1cccc(NC(=O)c2cc3nc(C)cc(C)n3n2)c1	6.7	4.3	0.3	13.6	-2.4	-0.5	9.0	3.6	4.2
Cc1nc(-c2cccc(S(=O)(=O)N3CC(C)CC(C)C3)c2)cs1 (stereo not drawn)	-5.8	0.1	16.4	-3.8	-1.7	3.0	3.0	-1.1	0.2
O=C(Nn1cnnc1)c1csc2ccccc12	8.1	0.5	25.3	0.0	-0.6	-0.3	28.5	1.5	-0.2
NNC(=O)CN1C(CN2CCOCC2)=Nc2ccc(Br)cc2C1c1ccccc1 (stereo not drawn)	-3.8	18.4	-15.0	0.9	-3.8	-1.0	8.4	-15.1	-0.8
C1=C(c2ccc(-c3ccccc3)cc2)Nc2ncnn2C1c1ccco1 (stereo not drawn)	26.2	16.2	-177.1	29.1	52.5*	208.3*	-11.1	-34.1	-16.8
C=C(C)CNC(=O)CCc1nnc(C2(c3ccc(Cl)cc3)CCC2)o1	3.2	-2.2	1.2	0.4	0.4	0.1	11.9	-1.2	-3.8
CN(c1ccccc1N(C)S(=O)(=O)c1ccccc1)S(=O)(=O)c1ccccc1	0.5	-3.9	9.3	0.8	3.2	0.3	7.8	-0.4	7.4
O=C(O)CN1C(=O)/C(=C\c2cccc(OCc3ccc(Cl)cc3)c2)SC1=S	8.9	-6.8	30.3	16.2	3.1	0.9	4.5	5.9	-0.9
O=C1CC(c2ccccc2)Sc2nc3ccccc3n21 (stereo not drawn)	-11.5	-6.4	0.0	-0.5	0.1	-7.2	11.6	5.9	11.4
CC(=O)N1CCN(CC(=O)Nc2ccccc2C(=O)NCc2ccc(C)cc2)CC1	47.0	13.4	-4.7	11.3	2.8	1.2	-10.2	-10.6	-6.8
Cc1ccc(C)c(CNS(=O)(=O)c2c(C(=O)N3CCCC3)c(C)n(C)c2C)c1	-2.4	1.6	4.6	2.7	-6.2	-0.1	8.2	1.5	1.2
CCOc1ccc(C(=O)NC(C)(C)CC)cc1	-6.7	2.4	-26.1	-1.0	-1.5	2.6	-1.9	-0.9	1.6
CC(C)c1nnc(NC(=O)CSc2ncn[nH]2)s1	4.1	0.5	1.8	9.0	-2.7	1.2	10.2	-2.2	-0.1
CC1CCN(CC(CS(=O)(=O)c2ccc([N+](=O)[O-])cc2)N2CCC(C)CC2)CC1 (stereo not drawn)	-18.7	17.1	-24.4	0.3	-2.2	1.7	-4.8	-2.0	-12.1
C=CCn1nc2ccccc2c1OCCO	10.5	5.3	4.0	2.4	1.1	-0.7	19.2	0.4	10.2
CCOC(=O)c1ccc(NC2c3ccccc3C(=O)N2c2ccccn2)cc1 (stereo not drawn)	-4.8	4.9	11.0	1.6	0.4	3.5	9.5	-5.0	1.3
CC(C)C(=O)Nc1ccc(NC(=O)c2cccc3c(Br)cccc23)cc1	-7.6	2.5	3.0	2.3	-3.0	-0.7	-5.3	1.3	-2.0
CC1CN(Cc2cn(C)nc2-c2ccc(Oc3ccccc3)cc2)CCN1C (stereo not drawn)	4.7	-1.4	-14.8	2.0	-10.4	-0.1	-1.7	8.6	-19.8
COc1cc(C(=O)N=c2sccn2C)c([N+](=O)[O-])cc1OC	-12.5	18.2	1.7	0.6	-3.5	0.4	0.2	-5.9	2.7
CCOc1ccc(NS(=O)(=O)c2ccc(C(=O)NCC3(N4CCCCC4)CCCCC3)cc2)cc1	14.1	-8.6	-35.6	19.0	9.5	61.9*	18.5	6.5	1.4
CCN(CC)CCN(Cc1cc2cc3c(cc2[nH]c1=O)OCCO3)C(=S)NCCOC	-3.6	-2.3	0.2	4.4	1.6	-0.3	-10.8	-0.6	5.6
NC(=O)c1ccc(NC(=O)CN2CCN(Cc3ccccc3)CC2)cc1	-12.1	15.7	5.7	3.8	-2.3	-1.3	-7.6	0.2	3.6
COc1cccc(OCc2cc(C(=O)N(C)C3CCCCC3)no2)c1	-8.6	0.3	33.8	-0.7	-0.6	-0.2	11.7	0.1	3.6
COc1ccc(NC(=O)Nc2ccc(C)cc2OC(F)F)cc1OC	6.5	3.7	5.8	5.4	4.8	0.2	-5.7	-3.3	-6.2
CCNc1nc(NCC)nc(SCCOC(=O)c2ccccc2)n1	1.4	-1.1	3.5	11.1	-7.6	2.7	-1.8	-3.9	-2.0
CCOC(=O)N1CCN(C(=O)c2ccc(Cl)c(NC(=O)c3cccs3)c2)CC1	-11.1	12.7	-6.1	7.7	2.8	-0.3	4.9	-3.4	-3.2
C=CCNC(=O)c1onc(CSc2ccc(Cl)cc2)c1C(=O)O	25.0	12.4	-2.9	-0.9	3.9	1.2	18.3	-3.5	0.7
O=C(CCn1c(=O)oc2ccccc21)NCCCN1CCN(c2ccc(F)cc2)CC1	9.8	-6.3	11.6	-1.4	-3.0	-0.7	-4.2	4.9	0.9

Shown with two lines to a compound: part of the list above
Results follow in this order: TAAR1 antagonist	M5 antag	CRFR2-BP antag	TAAR1 agonist	M5 ag	CRFR2-BP ag	M1 PAM parental	CHRM5 PAM	CHRM4 PAM
- COc1cccc(OCc2cc(C(=O)N(C)C3CCCCC3)no2)c1
  -8.6	0.3	33.8	-0.7	-0.6	-0.2	11.7	0.1	3.6
- COc1ccc(NC(=O)Nc2ccc(C)cc2OC(F)F)cc1OC
  6.5	3.7	5.8	5.4	4.8	0.2	-5.7	-3.3	-6.2
- NC(=O)c1ccc(NC(=O)CN2CCN(Cc3ccccc3)CC2)cc1
  -12.1	15.7	5.7	3.8	-2.3	-1.3	-7.6	0.2	3.6
- C=CCNC(=O)c1onc(CSc2ccc(Cl)cc2)c1C(=O)O
  25.0	12.4	-2.9	-0.9	3.9	1.2	18.3	-3.5	0.7

(cont.)
SMILES	TAAR1 antagonist	M5 antag	CRFR2-BP antag	TAAR1 agonist	M5 ag	CRFR2-BP ag	M1 PAM parental	CHRM5 PAM	CHRM4 PAM
COCCNC(=S)N1CCOCC1	-0.2	5.8	-1.3	4.3	-2.5	0.1	18.1	1.3	0.0
O=C(Nc1cccc2ncccc12)c1ccc([N+](=O)[O-])o1	-12.3	17.3	-0.3	0.7	-0.9	-0.6	-6.4	-7.2	-3.7
Cn1nc(CC(=O)NCc2cccc3ccccc23)c2ccccc2c1=O	43.0	9.9	26.0	9.8	3.7	-0.4	2.2	-5.3	3.4
Cc1c(C(=O)NCCN2CCOCC2)oc2ccc(Br)cc12	0.4	-1.7	-3.3	0.6	-2.4	-0.6	6.5	-5.0	2.0
CCC1(c2ccc(F)cc2)NC(=O)N(CC(=O)Nc2cccnc2Cl)C1=O (stereo not drawn)	9.1	15.0	-14.6	34.9	16.7	23.0	-27.9	-8.5	-3.0
O=C(c1ccccc1)C1CCN(C(=O)c2c(F)cccc2F)CC1	-2.9	0.8	-14.9	3.3	-1.2	6.4	2.1	0.8	6.2
